RAD52 anneal inh: inhibitors of human RAD52 DNA annealing; AID 651710; recombinant RAD52 DNA annealing, FRET fluorescence; 360,000 tested, 0.46% active; inhibition, % at 18.7 µM; P43351;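 active = every replicate showing at least 50% inhibition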
esBAF inh: blocks esBAF chromatin remodeling in mouse ES cells; Bmi1-luciferase knock-in reporter, 24 h; 100% = twice the neutral-well signal; reporter increase, % at 12.5 µM; 350,000 tested, 2% active; in the data active = activation above about 40%;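 also: 0% = median of the plate's neutral control wells and 100% = double that signal; a rise in the Bmi1 reporter signal indicates esBAF inhibition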
Xi reactivation: reactivates the inactive X chromosome in mouse fibroblasts | 360,000 tested, 0.055% active | activation, % at 7.58 µM | XiGFP mouse fibroblasts, % GFP-positive cells imaging, 3 d; cells co-treated with 5-aza-dC sensitizer; scaled so ellipticine positive control = 100%;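 active = mean normalized replicate activation at least 10% and every replicate at or above 10%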;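 also: 0% = median of on-plate neutral control wells and 100% = ellipticine 6 µM median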
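Material: XiGFP fibroblasts, SV40-immortalized. Buffer or medium: DMEM plus 5-aza-dC sensitizer. Compound: single concentration per compound, delivered by pin transfer. Times: 3 days compound exposure. Controls: ellipticine 6 µM.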
RAD54 branch: blocks human RAD54 Holliday junction branch migration; inhibition, % at 10.4 µM; AID 602329; FAM/BHQ fluorescence; 360,000 tested, 0.14% active;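 active = mean normalized replicate activity at least 40 and at least half of replicates scoring 40 or more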;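 also: 0% = median of neutral control wells and 100% = median of positive control wells; inhibitors cause a drop in the FAM fluorescence signal; in these data hits start at about 50%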
Target sequence (Q92698 whole entry, looked up): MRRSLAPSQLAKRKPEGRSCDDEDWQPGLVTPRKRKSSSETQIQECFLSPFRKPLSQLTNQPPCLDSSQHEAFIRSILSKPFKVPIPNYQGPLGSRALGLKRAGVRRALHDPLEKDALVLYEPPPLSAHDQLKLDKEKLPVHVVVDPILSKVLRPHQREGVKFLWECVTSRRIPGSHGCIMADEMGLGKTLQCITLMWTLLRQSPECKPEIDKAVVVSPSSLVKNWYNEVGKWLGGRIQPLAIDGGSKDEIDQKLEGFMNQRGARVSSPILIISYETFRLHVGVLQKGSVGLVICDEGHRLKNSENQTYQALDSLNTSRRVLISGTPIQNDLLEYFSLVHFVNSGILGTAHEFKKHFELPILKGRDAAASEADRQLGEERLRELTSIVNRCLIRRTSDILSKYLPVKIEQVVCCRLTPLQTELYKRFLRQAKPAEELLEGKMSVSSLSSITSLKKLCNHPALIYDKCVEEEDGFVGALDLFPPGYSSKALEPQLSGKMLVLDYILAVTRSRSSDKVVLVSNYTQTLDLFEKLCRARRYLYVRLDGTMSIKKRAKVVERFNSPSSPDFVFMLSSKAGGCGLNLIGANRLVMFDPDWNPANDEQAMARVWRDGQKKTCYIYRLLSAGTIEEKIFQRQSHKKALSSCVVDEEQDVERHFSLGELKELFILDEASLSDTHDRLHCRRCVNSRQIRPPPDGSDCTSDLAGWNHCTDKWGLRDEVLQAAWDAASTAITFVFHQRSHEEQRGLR
FN deposition inh: fibronectin deposition inhibition. 350,000 tested, 0.086% active. AID 743247. inhibition, % at 12.6 µM. AH1F fibroblasts, Alexa488-fibronectin deposition fluorescence, overnight;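 active = mean inhibition across replicates of 30% or more, regardless of how many single replicates reach that level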;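 also: positive control wells lacked labelled fibronectin entirely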
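Test system: AH1F fibroblast monolayer depositing Alexa488-labelled fibronectin into matrix. Input: 10000 cells per well. Technique: fluorescence, ex 485 nm, em 525 nm. Buffer or medium: DMEM plus 2% serum, read in PBS. Timing: 1 h cell adhesion before compound, then overnight fibronectin incubation. Compound: single dose, pinned. Read-out basis: inhibition from reduced deposited-fibronectin fluorescence.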
E-sel inducer: E-selectin induction on HUVECs. P16581. HUVEC E-selectin immunofluorescence imaging; normalized: neutral wells 0, TNF-alpha wells 100. activation, % at 7.58 µM. 260,000 tested, 0.37% active. AID 686992;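 active = mean E-selectin-positive cell signal at least 10% of the positive control, reached in at least 60% of replicates, without over 20% cell loss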;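 also: in these data hits start at about 27%; measured in HUVEC primary endothelial cells; signal is the percent of cells scored E-selectin positive by PE staining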
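Test system – human umbilical vein endothelial cells (HUVEC), E-selectin induction · Input – 3,000 HUVEC seeded per well · Buffer or medium – EGM-2, gelatin · Compound dosing – single-point compound dose · Detection – immunofluorescence imaging · Measure – percent E-selectin-positive cells · Controls – TNF-alpha high, DMSO low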
S100A4 inh HTS: blocks human S100A4 binding to myosin IIA peptide | 360,000 tested, 0.14% active | inhibition, % at 10.7 µM | S100A4/TAMRA-MyoIIA peptide fluorescence polarization | P26447 | AID 652163;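 active = mean inhibition of at least 70% across replicates, with every replicate also reaching that level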
Target sequence (P26447 whole entry, looked up): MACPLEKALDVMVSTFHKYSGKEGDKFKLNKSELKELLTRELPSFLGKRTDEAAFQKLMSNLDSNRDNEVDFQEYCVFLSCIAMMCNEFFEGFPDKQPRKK
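incubation = readout 5 min after mixing, signal stable up to 60 min | system = S100A4 monomer protein | buffer or medium = HEPES pH 7.2 with CaCl2, KCl, NaCl, DTT, Triton | benchmarks = neutral control DMSO, positive control TFP | also added = fluorescent myosin IIA peptide, 5 nM | compound dosing = one concentration per compound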
EWS-Fli block: inhibitors of EWS/Fli oncoprotein transcriptional activity. A673 NR0B1-luciferase reporter, viability-normalised. inhibition, % at 12.6 µM. 350,000 tested, 0.67% active. AID 651661;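 active = mean inhibition of at least 50% after viability correction, with every replicate also passing that limit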;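 also: firefly luciferase signal divided by Alamar Blue viability fluorescence both relative to DMSO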
An asterisk follows results filed as active; x = no result given; & = joins results of further samples.

SMILES | RAD52 anneal inh | esBAF inh | Xi reactivation | RAD54 branch | FN deposition inh | E-sel inducer | S100A4 inh HTS | EWS-Fli block
CCCc1nc2ccc(C(=O)OC)cn2c1Cc1ccccc1OC | -30 | x | 0.3 | x | -6 | 0.0 | 4 | 4
CCCn1c(=O)c(C(=O)Nc2ccccc2N)c(O)c2ccccc21 | -1 | 43* | 0.0 | 9 | 4 | 0.1 | 3 | 3
CO[C@H]1CC[C@H]2CCOc3c(C#N)cccc3C(=O)N(C)C[C@@H](OC)[C@H](C)C(=O)N(C)C[C@@H]1O2 | -14 | -6 | 0.2 | -2 | -2 | 0.1 | 16 | 3
CC(=O)c1ccc(OCC(=O)OCC(=O)c2ccc(S(=O)(=O)N3CCCCC3)cc2)cc1 | -3 | -3 | 0.0 | -3 | -4 | 0.0 | -4 | -1
O=C(C[C@@H]1CC[C@H](NC(=O)c2ccncc2)[C@@H](CO)O1)NCCc1ccncc1 | -3 | -1 | -0.5 | 3 | 2 | -0.6 | -1 | 0
O=C(Cc1cccc(C(F)(F)F)c1)OCC(=O)N1CCN(S(=O)(=O)c2ccc(Cl)cc2)CC1 | 8 | 1 | -0.1 | -5 | -9 | x | -1 | 16
O=C(COc1ccc(=O)n(-c2ccccc2)n1)Nc1ccccc1 | -2 | -2 | -0.1 | -9 | 3 | -1.5 | 12 | -2
O=C(CNC(=O)c1ccc(Cl)cc1)OCCN1C(=O)c2ccccc2C1=O | -5 | -1 | 0.2 | 7 | -1 | 3.0 | -3 | 3
CCC(C)[C@H](NC(=O)Nc1ccc(S(N)(=O)=O)cc1)C(=O)O (some centres not stated) | x | x | 0.2 | 0 | -4 | -1.3 | x | x
CN(C)C(=O)C[C@@H]1C=C[C@@H](NS(=O)(=O)c2ccccc2)[C@H](CO)O1 | -9 | 1 | -0.1 | -4 | -15 | -0.2 | 6 | 4
COC(=O)C1=C(C(=O)OC)[C@@H]2N(Cc3ccccc3)c3ccccc3[C@@]23C[C@@H](C(=O)OC)N(C(=O)CC(C)C)C3=N1 | -5 | -14 | 0.0 | 5 | 5 | 0.1 | -4 | 3
COc1cc(NC(=O)NCC2CCN(Cc3ccccc3C)CC2)cc(OC)c1OC | 2 | -1 | -0.1 | -6 | 6 | 0.0 | 0 | 21
C[C@@H]1CN([C@@H](C)CO)C(=O)Cc2cc(N(C)C)ccc2O[C@@H]1CN(C)Cc1ccc2c(c1)OCO2 | 1 | -3 | -1.2 | -3 | 4 | 0.0 | -7 | 4
O=C(COC(=O)c1ccc(F)cc1F)c1ccc[nH]1 | -5 | 5 | 0.3 | 0 | -8 | -0.3 | 49 | 5
CCCNC(=O)N1CC2(CN(CC3CC3)C2)c2c(n(C)c3cc(OC)ccc23)[C@@H]1CO | 4 | x | 0.2 | x | x | -0.1 | 14 | -3

Retrieved by compound from above:
SMILES | RAD52 anneal inh | esBAF inh | Xi reactivation | RAD54 branch | FN deposition inh | E-sel inducer | S100A4 inh HTS | EWS-Fli block
CCCNC(=O)N1CC2(CN(CC3CC3)C2)c2c(n(C)c3cc(OC)ccc23)[C@@H]1CO | 4 | x | 0.2 | x | x | -0.1 | 14 | -3
O=C(C[C@@H]1CC[C@H](NC(=O)c2ccncc2)[C@@H](CO)O1)NCCc1ccncc1 | -3 | -1 | -0.5 | 3 | 2 | -0.6 | -1 | 0
COC(=O)C1=C(C(=O)OC)[C@@H]2N(Cc3ccccc3)c3ccccc3[C@@]23C[C@@H](C(=O)OC)N(C(=O)CC(C)C)C3=N1 | -5 | -14 | 0.0 | 5 | 5 | 0.1 | -4 | 3
CCCc1nc2ccc(C(=O)OC)cn2c1Cc1ccccc1OC | -30 | x | 0.3 | x | -6 | 0.0 | 4 | 4

Full records from above.
`CO[C@H]1CC[C@H]2CCOc3c(C#N)cccc3C(=O)N(C)C[C@@H](OC)[C@H](C)C(=O)N(C)C[C@@H]1O2` in the list: RAD52 anneal inh = -14; esBAF inh = -6; Xi reactivation = 0.2; RAD54 branch = -2; FN deposition inh = -2; E-sel inducer = 0.1; S100A4 inh HTS = 16; EWS-Fli block = 3
`O=C(COc1ccc(=O)n(-c2ccccc2)n1)Nc1ccccc1` in the list: RAD52 anneal inh = -2; esBAF inh = -2; Xi reactivation = -0.1; RAD54 branch = -9; FN deposition inh = 3; E-sel inducer = -1.5; S100A4 inh HTS = 12; EWS-Fli block = -2

Later entries:
SMILES | RAD52 anneal inh | esBAF inh | Xi reactivation | RAD54 branch | FN deposition inh | E-sel inducer | S100A4 inh HTS | EWS-Fli block
CC(C)CC#Cc1cnc2c(c1)C(=O)N([C@H](C)CO)C[C@H](C)[C@H](CN(C)C(=O)C1CCOCC1)O2 | 5 | -4 | -0.9 | -3 | x | 0.2 | 17 | -6
COc1ccc(S(=O)(=O)N(C)C[C@H]2Oc3ccc(NS(=O)(=O)c4ccc(C)cc4)cc3C(=O)N([C@H](C)CO)C[C@H]2C)cc1 | 14 | x | 0.2 | x | x | 7.2 | -35 | 0
COc1ccc2c(CC(=O)N[C@@H](Cc3c[nH]c4ccccc34)C(=O)O)cc(=O)oc2c1 | -9 | -8 | 0.0 | -50 | -2 | -0.1 | 0 | 4
CCOc1ccc(NC(=O)CN(C)C(=O)c2ccc(N3CCCCC3)c([N+](=O)[O-])c2)cc1OCC | 5 | 3 | 0.0 | -3 | 4 | 0.1 | -9 | -1
CNC(=O)C[C@@H]1C(=O)N(c2ccc(Br)cc2)CC1(C)C | -4 | 0 | 0.2 | x | x | 0.0 | 1 | -3
O=C(NCCCN1CCOCC1)c1ccccc1N1C(=O)[C@@H]2Cc3c([nH]c4ccccc34)C(c3cccc(Cl)c3)N2C1=O (some centres not stated) | -4 | 17 | x | 4 | x | x | -2 | 17
O=C(C(=O)N1CCC(CNS(=O)(=O)c2cccc(C(F)(F)F)c2)CC1)c1cc2ccccc2o1 | -14 | x | 0.4 | x | 8 | -0.1 | 1 | 17
O=C(c1ccccc1Cc1ccccc1)N1CCN(S(=O)(=O)c2ccccc2Br)CC1 | 3 | -3 | 0.4 | 0 | 8 | -0.3 | -2 | 7
Cc1n[nH]c(C)c1S(=O)(=O)N1CCCC(C(=O)Nc2ccc(Br)cc2)C1 (configuration not stated) | 2 | 3 | 0.0 | -4 | -6 | x | 0 | 2
C[C@H]1CN([C@@H](C)CO)C(=O)c2cc(C#CC3(O)CCCC3)cnc2O[C@@H]1CN(C)C(=O)C1CCCCC1 | -2 | 1 | -0.4 | -1 | x | 0.0 | 13 | 5
NC(=O)COC(=O)c1cccc(S(=O)(=O)N2CCCCC2)c1 | -6 | x | 0.1 | 2 | 4 | 1.1 | 0 | -5
CCOC(=O)C1=C(N)Oc2cc(O)ccc2C1c1ccc(C)cc1 (configuration not stated) | -10 | -8 | -0.1 | -7 | 2 | x | 3 | 20
Cc1ccc(NC(=O)c2ccc(C(=O)c3ccccc3)cc2)nc1 | 6 | -11 | 0.7 | 1 | -8 | 1.1 | -3 | -75
CCCCCCCCNS(=O)(=O)CCNCc1ccco1 | -6 | -7 | 0.1 | -9 | -3 | 0.0 | -9 | -2
COc1ccc(/C=C/C(=O)Nc2ccc(-n3nncc3-c3ccccc3)cc2)cc1OC | -12 | 1 | 0.0 | x | 6 | -0.3 | 4 | 3
O=C(NCC[C@@H]1CC[C@@H](NC(=O)c2cnccn2)[C@@H](CO)O1)c1ccc2c(c1)OCO2 | -7&-19 | 1 | 0.4&0.1 | 0 | -1&4 | -0.6&5.9 | -1&-4 | 2&-3
O=C(CN1CCCCCCC1)Nc1cccc(Cl)c1Cl | -22 | -2 | 0.3 | -6 | -18 | 3.5 | -2 | -6
CN(C)C(=O)c1cccc(-c2ccc3c(c2)[C@H]2[C@H](CCN2Cc2nccs2)[C@H](CO)N3)c1 | -12 | -4 | 0.1 | -13 | -5 | 0.0 | -7 | -15
COc1cc2nc(NC(=O)c3ccc(Cl)cc3)sc(=O)c2cc1OC | -12 | -10 | 0.5 | -12 | 9 | 0.1 | -4 | 7
C[C@H]1CN([C@@H](C)CO)C(=O)c2cc(Br)cnc2O[C@H]1CN(C)C(=O)Cc1ccccn1 | -13&-14 | 4&-1 | 0.0&0.4 | -4&5 | -4&-4 | -2.1 | 16&1 | 2&-8
O=C(C[C@H]1CC[C@@H]2[C@H](COC[C@@H](O)CN2Cc2cccc(C(F)(F)F)c2)O1)NCCc1ccncc1 | x | -1 | 0.2 | 1 | -14 | 0.0 | x | 5
COc1ccc2c3c([nH]c2c1)[C@@H](CO)N(C(=O)CN(C)C)CC31CCN(Cc2ccccc2Cl)CC1 | 42 | x | -0.1 | x | x | 0.2 | 13 | 15
Cn1cc(C(=O)C(=O)N2CCOCC2)c2ccccc21 | -5 | -5 | -0.1 | 8 | x | -0.1 | -1 | 6
COc1ccccc1CNC(=O)C[C@@H]1CC[C@H]2[C@@H](COc3ccc(NC(=O)Nc4ccc(F)c(F)c4)cc3C(=O)N2C)O1 | -10 | 8 | 0.2 | 5 | 13 | 0.1 | -7 | 5
COc1cccc(NC(=O)N[C@@H]2CC[C@H](CC(=O)Nc3ccc(-c4ccccc4)cc3)O[C@@H]2CO)c1 | 4 | 6 | -0.3 | -15 | 9 | 1.6 | -5 | -7
O=C(Nc1ccc(Nc2ccccc2)cc1)c1c(F)c(F)c(F)c(F)c1F | -5 | -6 | 0.1 | -5 | 2 | x | -2 | 3
COC(=O)/C=C1/S/C(=N/NC(=O)c2ccc(OC)cc2)NC1=O | -7 | 8 | 0.5 | 7 | 6 | x | -4 | -9
O=C(N[C@H](Cc1ccccc1)C(=O)NC1CCCCC1)[C@H]1O[C@@H](n2ccc(=O)[nH]c2=O)[C@H](O)[C@@H]1O | -10 | x | 0.1 | x | 3 | 0.0 | 1 | -4
CC(=O)NNC(=O)c1csc(Cc2c(Cl)sc3ccc(Cl)cc23)n1 | -8 | x | 0.0 | x | 1 | -0.2 | 1 | -1
CN(Cc1ccc(Cl)cc1Cl)C(=O)Cc1ccc(S(=O)(=O)N2CCOCC2)s1 | -66 | 8 | 0.3 | -6 | 7 | -0.1 | 1 | 10
CCCn1nnnc1NC(=O)c1ccc2ccccc2c1 | 6 | x | 0.0 | x | 2 | 0.8 | 29 | -3
CCc1c(C)nc(SCc2ccccn2)[nH]c1=O | 0 | x | 0.1 | x | 3 | 0.0 | 0 | -4
CCOc1ccc2[nH]c(=O)c(CN(Cc3cccs3)Cc3nnnn3C(C)(C)CC)cc2c1 | -8 | 4 | x | 0 | x | x | -2 | 15
C[C@@H]1CCCCO[C@@H](CN(C)Cc2ccccc2)[C@@H](C)CN([C@@H](C)CO)C(=O)c2cc(NC(=O)Nc3cccc4ccccc34)ccc2O1 | 4 | -11 | -0.1 | 10 | -8 | x | 3 | 15
C[C@H](CO)N1C[C@H](C)[C@H](CN(C)S(C)(=O)=O)Oc2cc(-c3ccccc3F)ccc2S1(=O)=O | -4 | -3 | -1.4 | -2 | -1 | -0.7 | 8 | 1
COc1cc(OC)c(/C=N/NC(=O)c2ccncc2)c(OC)c1 | -1 | -4 | 0.0 | 10 | -14 | 3.2 | -5 | 7
CC(C)CC#Cc1ccc([C@H]2[C@@H](CO)N3C(=O)CN(C(=O)Cc4cccnc4)C[C@@H]23)cc1 | 0 | x | 0.3 | x | x | 0.3 | 2 | -2

Assay outcomes deposited in PubChem BioAssay by Broad Institute.
